# mIAP act = increases mouse intestinal alkaline phosphatase activity; muIAP, CDP-Star luminescence, 30 min; stronger effect = higher value; 1 = vehicle-only enzyme signal, 0 = enzyme-free wells; activation factor at 10 µM; 0.24% of 330,000 active;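 active = activation factor of at least 2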; also: the source names both 10 and 20 µM as test concentration; values of inactives mirror those of a sister screen read the other way
#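 also added = chemiluminescent substrate CDP-Star | test system = mouse IAP enzyme | signal = chemiluminescence readout | compound = DMSO-dissolved test compounds | incubation = 30 min at room temperature | benchmarks = DMSO wells, no-enzyme wells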
# A3G deaminase = APOBEC3G (human) deaminase inhibition | Q9HC16 | recombinant A3G, ssDNA deamination FAM/TAMRA fluorescence | inhibition, % at 20 µM | 0.28% of 330,000 active | AID 493012;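 active = inhibition of at least 40% at 20 µM, with no more than 30% in the related APOBEC3A deaminase screen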;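 also: plate controls were DMSO wells with A3G for no effect and wells lacking A3G enzyme for full effect; some compounds called inactive have numbers as strong as hits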
# Target sequence (Q9HC16 whole entry, looked up): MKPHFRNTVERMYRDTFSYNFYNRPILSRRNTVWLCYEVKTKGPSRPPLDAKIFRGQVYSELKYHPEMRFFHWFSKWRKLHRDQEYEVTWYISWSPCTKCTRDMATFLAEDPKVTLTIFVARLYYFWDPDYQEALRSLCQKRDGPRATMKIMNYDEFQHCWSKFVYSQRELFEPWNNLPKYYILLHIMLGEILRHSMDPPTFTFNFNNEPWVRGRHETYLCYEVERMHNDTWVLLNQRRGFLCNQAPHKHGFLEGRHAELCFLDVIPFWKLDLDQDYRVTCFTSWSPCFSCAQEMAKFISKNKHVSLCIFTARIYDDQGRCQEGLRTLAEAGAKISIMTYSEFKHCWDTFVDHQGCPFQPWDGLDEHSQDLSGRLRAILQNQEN
# MIN6 prolif = MIN6 beta-cell proliferation induction. proliferation, % at 10 µM. 0.29% of 330,000 active. MIN6 cells proliferation, ATPlite luminescence, 48 h; cells starved in 0.2% serum; 100% = growth in 10% serum;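 active = compounds whose signal lies at least 3.5 SD above the mean of all wells on their plate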;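 also: 0% = DMSO-treated cells in low-serum medium and 100% = 10% serum control; some compounds called inactive have numbers as strong as hits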
# hIAP activ = human IAP activation; P09923; purified human IAP, CDP-Star luminescence, 30 min; stronger effect = higher value; 1 = vehicle-only enzyme, 0 = enzyme-free background; activation factor at 10 µM; 0.16% of 330,000 active; AID 2524;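 active = activation factor of the enzyme at least 2-fold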; also: the source names both 10 and 20 µM as test concentration; values of inactives mirror those of a sister screen read the other way
# Target sequence (P09923 whole entry, looked up): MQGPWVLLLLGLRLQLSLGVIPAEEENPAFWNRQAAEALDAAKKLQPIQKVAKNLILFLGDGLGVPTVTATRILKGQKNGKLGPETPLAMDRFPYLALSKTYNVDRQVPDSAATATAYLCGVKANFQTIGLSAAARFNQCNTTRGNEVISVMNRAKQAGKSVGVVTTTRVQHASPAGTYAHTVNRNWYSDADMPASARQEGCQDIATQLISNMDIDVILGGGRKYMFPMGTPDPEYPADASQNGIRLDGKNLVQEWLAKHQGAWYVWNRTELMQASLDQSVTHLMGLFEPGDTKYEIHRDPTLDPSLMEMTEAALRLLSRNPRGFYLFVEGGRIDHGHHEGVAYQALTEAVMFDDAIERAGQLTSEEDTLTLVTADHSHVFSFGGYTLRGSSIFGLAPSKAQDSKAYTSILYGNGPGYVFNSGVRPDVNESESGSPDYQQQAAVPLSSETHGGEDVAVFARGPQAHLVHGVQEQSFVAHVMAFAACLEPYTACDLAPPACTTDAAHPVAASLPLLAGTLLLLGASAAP
# ATG4B inh = blocks human ATG4B protease cleavage of LC3 substrate; Q9Y4P1; ATG4B cleavage of LC3-PLA2, NBD-HPC fluorescence, 1 h; inhibition, % at 8.33 µM; 0.51% of 340,000 active; AID 504462; in the data active = inhibition above about 40%
# hIAP inh = blocks human intestinal alkaline phosphatase; AID 2544; 0.12% of 330,000 active; inhibition, % at 10 µM; P09923; purified IAP, CDP-Star luminescence, 30 min;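 active = inhibition reaching a set limit with compound at 10 µM in the primary screen, cut at about 35% in these data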;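 also: plate controls were DMSO wells with enzyme for no effect and no-enzyme buffer wells for full effect; values of inactives mirror those of a sister screen read the other way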
# MPTP inh = inhibitors of mitochondrial permeability transition pore. 1.4% of 360,000 active. inhibition, % at 10 µM. AID 602449. isolated mouse mitochondria, Ca2+ swelling absorbance, 30 min;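 active = inhibition of 50% or more, scaled per plate between neutral and stimulator controls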;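 also: 0% = DMSO wells given calcium and 100% = 1 mM EGTA wells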
# mIAP inh = blocks mouse intestinal alkaline phosphatase; inhibition, % at 10 µM; 0.2% of 330,000 active; purified mouse IAP, CDP-Star luminescence, 30 min; AID 2806;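 active = inhibition of at least 40% at 10 µM in the primary screen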;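 also: plate controls were DMSO with enzyme for no effect and no enzyme wells for full effect; values of inactives mirror those of a sister screen read the other way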
# A3A deaminase = blocks human APOBEC3A ssDNA deamination; recombinant A3A, FAM/TAMRA ssDNA deamination fluorescence; inhibition, % at 20 µM; P31941; 0.41% of 330,000 active;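 active = at least 40% inhibition at 20 µM here, with at most 30% in a related deaminase screen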;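 also: plate controls were A3A with DMSO for no effect and wells lacking A3A enzyme for full effect; some results filed as inactive read as strong as hits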
# Target sequence (P31941 whole entry, looked up): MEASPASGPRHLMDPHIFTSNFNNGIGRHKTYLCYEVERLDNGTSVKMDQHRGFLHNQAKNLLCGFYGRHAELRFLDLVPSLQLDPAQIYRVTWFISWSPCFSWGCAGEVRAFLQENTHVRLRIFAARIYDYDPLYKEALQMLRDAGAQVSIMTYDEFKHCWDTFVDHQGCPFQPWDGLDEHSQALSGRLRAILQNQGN
# * = called active by the depositor.
SMILES,mIAP act,A3G deaminase,MIN6 prolif,hIAP activ,ATG4B inh,hIAP inh,MPTP inh,mIAP inh,A3A deaminase
O=C(Nc1ccc(Cl)cc1)N1CCSC1=NCc1ccccc1,1.09,-10.9,-1.9,0.941,-8.3,5.9,49.2,-9.1,-2.8
COc1ccc(-c2nnc(SC(C)C(=O)NCc3ccc4c(c3)OCO4)n2Cc2ccco2)cc1 (centres undefined),1.01,-6.1,-0.3,1.14,-10.4,-14.2,2.1,-0.8,-3.7
CCOC(=O)c1c(CCl)nc2ccccc2c1-c1ccccc1,0.979,-2.7,-6.1,1.1,36.5,-10.0,3.1,2.1,1.8
Cn1c(CN2CCOCC2)nnc1SCc1cccc(F)c1,0.995,-4.1,-2.2,1.03,-0.7,-3.0,-1.6,0.5,2.1
COC(=O)[C@H](CC(C)C)NC(=O)Nc1cccc(Br)c1,1.05,1.9,-2.6,1.1,-16.1,-9.6,11.1,-5.3,2.4
CC1CCN(S(=O)(=O)c2ccc(NC(=O)c3cccs3)cc2)CC1,1.07,-3.1,0.1,0.967,-7.4,3.3,3.7,-7.2,3.4
Nn1c(Cc2ccccc2)n[nH]c1=S,0.953,20.7,-0.8,0.945,-6.7,5.5,-4.4,4.7,0.1
CC(=O)COC(=O)C1=NN(c2ccccc2)C(=O)CC1,0.98,-1.7,0.4,0.928,-3.5,7.2,-0.2,2.0,2.3
COc1ccc2c(c1)N(C(=O)CN1C(=O)C3CCCCC3C1=O)C(C)(C)C=C2C (centres undefined),0.851,2.1,1.9,0.881,-7.7,11.9,-1.4,14.9,4.7
CCOC(=O)N1CCC(=NNc2ccnc3cc(Cl)ccc23)CC1,0.858,-6.4,-1.2,1.1,0.6,-10.5,29.5,14.2,-2.1
CCCCCC(=O)NNC1CC(=O)N(c2cccc(OCC)c2)C1=O (centres undefined),0.999,1.4,-0.9,1.05,-9.9,-4.6,3.9,0.1,3.0
Cc1nnc(NC(=O)c2cc(-c3ccncc3)nc3c(C)cccc23)s1,1.07,-4.4,-3.5,0.762,-3.7,23.8,-0.9,-6.7,3.6
CCCn1cc(CN2CCC(Cc3cccc(F)c3)(C(=O)OCC)CC2)c(C)n1,1.1,-5.8,-2.9,1,-5.1,0.0,4.9,-9.8,-3.9
O=C(NCCC1=CCCCC1)C1CCCN(S(=O)(=O)c2ccccc2)C1 (centres undefined),0.995,-5.5,-1.5,0.918,-4.9,8.2,-0.2,0.5,-2.3
CCCCCCCCNC(=O)CC(NS(=O)(=O)c1ccc(NC(C)=O)cc1)C(C)C (centres undefined),1.72,-2.8,-2.8,1.32,-1.7,-32.3,0.5,-72.1,2.6
CC(C)C(NC(=O)CC12CC3CC(CC(C3)C1)C2)C(=O)O (centres undefined),0.983,3.8,0.0,1.04,6.1,-3.6,-0.2,1.7,0.1
CC(=O)c1ccc(C(=O)N2CCCC(Nc3ccc(C(C)C)cc3)C2)s1 (centres undefined),0.934,-7.1,4.2,1.02,49.1*,-2.3,0.0,6.6,-4.1
CC1(C)C2CC[C@]3(C)C(CC=C4[C@@H]5C[C@@](C)(CO)[C@@H](O)C[C@]5(C(=O)O)CC[C@]43C)[C@@]2(C)CC[C@@H]1O (some centres undefined),0.879,-8.7,-2.4,0.8,-21.6,20.0,-1.4,12.1,-3.0
COc1cc(C(=O)NCCOc2cc(C)cc(C)c2)cc(OC)c1OC,1.05,-8.8,0.7,0.999,-2.6,0.1,15.3,-4.8,-1.5
CC(C)=N/N=C(\N)SCc1ccccc1,0.964,7.4,4.1,0.912,-1.8,8.8,1.1,3.6,3.1
Cc1ccc(Cn2nnc(C(=O)Nc3cccc(C)c3C)c2N)cc1,0.982,-5.3,-2.5,0.977,4.7,2.3,10.6,1.8,-1.6
CC1CCN(C(=O)/C(=C/c2ccccc2Cl)c2ccccc2)CC1,0.916,-3.3,-2.2,0.929,26.8,7.1,9.8,8.4,-1.2
O=C(O)COc1ccccc1/C=N/NC(=O)CSc1nnc(SCc2cccc3ccccc23)s1,0.891,-5.5,-3.4,1.34,33.0,-33.9,3.8,10.9,3.0
C/C(=N/NC(=O)c1nnn(-c2nonc2N)c1COc1ccccc1)c1ccccc1Cl,1,4.2,-6.6,1.47,12.5,-46.7,-2.7,-0.3,1.4
N#Cc1ccccc1Cn1cc(C#N)c2ccccc21,0.992,-4.2,-2.1,0.897,5.6,10.3,1.4,0.8,-2.9
SMILES,mIAP act,A3G deaminase,MIN6 prolif,hIAP activ,ATG4B inh,hIAP inh,MPTP inh,mIAP inh,A3A deaminase
Nc1nnc(CC(c2ccccc2)c2ccccc2)s1,0.999,-2.2,1.9,0.935,-14.2,6.5,0.1,0.1,12.3
CCC(C)N(C(=O)COC(=O)COc1c(C)cc(C)cc1C)C1CCS(=O)(=O)C1 (centres undefined),0.986,-9.6,-1.6,0.917,-3.7,8.3,2.4,1.4,-2.9
O=C(CSc1nnc2scc(-c3ccccc3)n12)NCc1ccco1,1.04,-5.7,0.0,1.12,2.3,-12.1,-1.6,-4.2,2.1
Cc1ccc(Oc2nc(-c3ccccc3)ncc2S(C)(=O)=O)cc1,0.963,-3.0,-0.5,0.891,-10.9,10.9,-2.4,3.7,-15.9
CC(C)c1cc(-c2n[nH]c(=S)n2Cc2ccccc2)cs1,0.842,-2.9,0.4,1.09,17.2,-8.6,0.5,15.8,-2.0
O=C(COc1ccc(Br)cc1F)Nc1nnc(C2CC2)s1,0.965,-7.3,0.1,1.04,-13.7,-4.0,0.0,3.5,-4.3
Cc1ccc(C(=O)CSc2nc3ccccc3c(=O)n2N)o1,0.941,-9.0,-0.2,0.97,12.8,3.0,0.1,5.9,4.2
Cc1ccc(CONC(=O)c2ccc(C)cc2)cc1,0.905,-0.6,-5.2,0.884,-4.4,11.6,-0.2,9.5,-2.1
COc1ccccc1NC(=S)N/N=C1\CC(C)(C)Oc2ccc(O)cc21,0.807,-8.4,-6.2,0.938,-23.7,6.2,-2.4,19.3,-3.6
COc1ccc(S(=O)(=O)N2CCN(Cc3cccnc3)CC2)cc1,0.988,-5.6,1.2,1.03,-8.5,-3.0,-1.2,1.2,-1.8
COc1ccc(C)cc1S(=O)(=O)N(C)CC(=O)Nc1ccc2c(c1)OCO2,1.12,-4.4,1.2,1.09,-11.9,-9.0,0.9,-11.6,1.4
O=C(NCCCN1CCOCC1)c1ccc2c(c1)N(Cc1c(F)cccc1Cl)C(=O)CS2,0.971,-5.1,0.0,0.987,3.0,1.3,0.2,2.9,-0.7
Cc1ccc(O)c(CNc2nc3ccccc3n2C)c1,1.06,-0.4,-2.4,1.09,-5.6,-9.1,6.3,-6.2,1.6
Cc1cccc(NC(=S)/N=C(\N)Nc2nc(C)c3ccccc3n2)c1,0.973,-7.9,-5.5,1.22,37.9,-21.8,32.9,2.7,-6.8
O=C(NC(=S)Nc1c(F)cc(F)cc1Br)c1ccc2c(c1)OCCO2,0.768,0.7,1.9,0.895,0.4,10.5,1.0,23.2,7.3
CC(NCc1cccc(S(=O)(=O)N(C)C)c1)c1ccc(F)cc1 (centres undefined),0.989,-4.7,2.9,0.953,-5.8,4.7,0.1,1.1,-2.2
O=C(NNC1CC(=O)N(c2ccccc2)C1=O)c1ccccc1Cl (centres undefined),1.06,-5.7,-2.7,1.15,-3.1,-15.4,1.2,-5.7,-1.1
CCOC(=O)C1=C(c2ccccc2)NC(SC)=C(C#N)C1c1cccnc1 (centres undefined),0.891,-5.2,-2.1,0.957,0.9,4.3,-1.2,10.9,-0.5
CCn1c2ccccc2c2cc(NC(C)=O)ccc21,1.08,-3.3,-2.0,0.985,-9.5,1.5,0.2,-7.8,-3.8
Cc1nn(C)c(C)c1CCC(=O)N1CCCC(N2CCN(c3ccc(F)cc3)CC2)C1 (centres undefined),0.916,-6.7,-5.1,0.86,-2.0,14.0,-0.8,8.4,-0.7
c1ccc(Nc2n[nH]nc2-c2ccccc2)cc1,0.832,-0.8,4.2,0.981,-5.4,1.9,-0.4,16.8,0.4
CC(=O)Oc1ccc(C(=O)Nc2cccnc2)cc1,0.971,-2.1,-0.5,0.928,2.4,7.2,-1.3,2.9,-0.8
CCCCN(CC)CCNc1c(N2CCN(C(=O)OCC)CC2)c(=O)c1=O,1.11,-7.3,-2.7,1.05,1.3,-5.1,-1.4,-11.5,-5.5
Cc1ccc(NC(=O)NCCCN2CCCC2=O)c(C)c1,0.954,-6.1,4.8,0.867,1.7,13.3,1.0,4.6,-2.0
COc1ccc(-n2c(C)nc3sc4c(c3c2=O)CCC4)cc1,1.02,-2.2,-3.3,1.11,10.9,-11.0,-1.5,-2.2,0.1

# A few values from the results shown.
# hIAP inh result of `COc1ccc(-c2nnc(SC(C)C(=O)NCc3ccc4c(c3)OCO4)n2Cc2ccco2)cc1` (centres undefined) → -14.2
# mIAP inh result of `Cc1ccc(CONC(=O)c2ccc(C)cc2)cc1` → 9.5
# A3A deaminase result of `Cc1nn(C)c(C)c1CCC(=O)N1CCCC(N2CCN(c3ccc(F)cc3)CC2)C1` (centres undefined) → -0.7
# hIAP activ result of `CCCn1cc(CN2CCC(Cc3cccc(F)c3)(C(=O)OCC)CC2)c(C)n1` → 1
# hIAP activ result of `Nn1c(Cc2ccccc2)n[nH]c1=S` → 0.945

# Next part
SMILES,mIAP act,A3G deaminase,MIN6 prolif,hIAP activ,ATG4B inh,hIAP inh,MPTP inh,mIAP inh,A3A deaminase
Cc1noc(C)c1CSCC(=O)Oc1ccc(N(C)S(=O)(=O)c2ccccc2)cc1,0.981,3.2,3.6,0.949,4.8,5.1,-0.3,1.9,2.6
COc1ccc(C(=O)NCc2cc(C)nc3ccccc23)cc1OC,1.05,-10.7,-4.7,1.12,0.3,-11.6,-1.4,-4.9,0.4
CC1(C)CC(=O)C2=C(C1)N(c1ccc(F)cc1)C(=O)CC2c1ccccc1 (centres undefined),0.991,-4.3,-5.1,1.05,0.4,-5.0,-0.1,0.9,-3.5
COc1ccccc1Nc1nc(N)nc(CN2CCN(c3ccccc3F)CC2)n1,1.02,-0.3,-1.0,0.993,0.0,0.7,-1.0,-1.6,4.0
O=S(=O)(c1cccc(NC(=S)NCc2ccco2)c1)N1CCOCC1,1.02,-6.3,0.0,1.07,-3.6,-7.4,1.6,-2.3,0.2
CCOC(=O)N1CCC(NC(=O)c2sc(-n3cccc3)nc2C)CC1,1,13.4,1.0,1.09,-4.3,-8.9,-4.0,-0.4,7.0
O=C(c1ccc(Br)o1)N1CCCc2ccccc21,0.976,2.7,0.2,1.06,-4.7,-6.0,-0.3,2.4,1.6
O=C1COc2ccc(C(=O)COC(=O)c3cc(S(=O)(=O)N4CCOCC4)ccc3F)cc2N1,1.01,-3.9,2.3,1.06,-8.1,-5.7,1.5,-1.0,0.5
Cc1ccc(NC(=O)CN(C)Cc2nc3c(Br)cc(Br)cc3c(=O)[nH]2)cc1,1.16,-4.2,-5.8,1.53,-6.3,-53.4,-2.1,-16.3,2.2
COc1cc(CNc2ccc3[nH]c(=O)[nH]c3c2)ccc1OCC(=O)NC(C)(C)C,0.833,-0.7,-2.6,1.03,1.0,-3.4,0.0,16.7,1.2

# Three entries picked at random from the list so far, as already listed:
SMILES,mIAP act,A3G deaminase,MIN6 prolif,hIAP activ,ATG4B inh,hIAP inh,MPTP inh,mIAP inh,A3A deaminase
CC1(C)CC(=O)C2=C(C1)N(c1ccc(F)cc1)C(=O)CC2c1ccccc1 (centres undefined),0.991,-4.3,-5.1,1.05,0.4,-5.0,-0.1,0.9,-3.5
COc1ccc(C(=O)NCc2cc(C)nc3ccccc23)cc1OC,1.05,-10.7,-4.7,1.12,0.3,-11.6,-1.4,-4.9,0.4
Cc1nnc(NC(=O)c2cc(-c3ccncc3)nc3c(C)cccc23)s1,1.07,-4.4,-3.5,0.762,-3.7,23.8,-0.9,-6.7,3.6

# Screens deposited in PubChem by Sanford-Burnham Center for Chemical Genomics.
